Screening data (PubChem)
Imprint erasure: induces erasure of genomic imprints in mouse ES cells. mouse ES Peg3-LacZ reporter, beta-gal luminescence, 40 h. actives 0.02% (n = 110,000). Potency, µM (titrated, usually from 60.7 µM), inactives show at the highest dose activity change, positive = activation, usual class: activators;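 further: 0% = negative control wells on the plate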
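Each well holds 300 Peg3LacZ-Neo (maternal) female ES cells incubated 40 h at 37C, 5% CO2. LacZ is measured by BetaGlo luminescence, with AC50 and maximum efficacy derived from dose-response curves.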
p53ts 39C tox: p53ts cell cytotoxicity, nonpermissive temperature; H1299-p53A138V viability at 39C, ATP luminescence, 24 h; actives 1.5% (n = 130,000); AID 902; Potency, µM (titrated, usually from 46.1 µM), inactives show top-dose activity change, negative = cell killing, actives largely listed as cytotoxic; further: nearly all actives have a fitted effect of over 55% in size
p53ts 32C tox: kills p53ts cells at the permissive temperature; actives 0.93% (n = 130,000); H1299-p53A138V at 32C, ATP luminescence viability, 24 h; Potency, µM (top dose mostly 46.1 µM), inactives show at the highest dose activity change, negative = cytotoxicity, usual class: cytotoxic; AID 924;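 further: 0% = DMSO and -100% = full killing by reference compound; nearly all actives have a fitted effect of over 55% in size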
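H1299-p53 A138V cells (temperature-sensitive p53) exposed 24 h to up to 46 uM compound at 32C, where p53 is wild-type in conformation. Viability read as ATP luminescence and normalised to DMSO and 100 uM tamoxifen. AC50 fitted with the Hill equation.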
IkB sig inh: IkB pathway inhibition in ABC-DLBCL cells | ABC-DLBCL IkBa-CBG/CBR dual luciferase ratio, 4 h; response scale: scaled: untreated 0%, proteasome inhibitor 100% | Potency, µM (top dose mostly 57.1 µM), without a hit: top-dose IkBa stabilization activation | actives 0.04% (n = 110,000); active means well fitted curve in the direction sought with a large enough effect in the signal ratio, not every such curve was filed as active; inconclusive means small, poorly fitted or top-dose-only effect, or a change in a side signal; the % refers to the signal ratio;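 further: the direction sought is a rising ratio; 0% = basal untreated cells and 100% = reference inhibitor full response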
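Luminescence ratio of IκBα-fused green versus native red beetle luciferase in OCI-Ly3 cells, 4 h post-doxycycline with compound; red signal alone, scaled from basal (0%) to zero light (-100%), flagged nonspecific or cytotoxic effects.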
Active calls of the source: *; ? = inconclusive; . = no result given; [ ] = dose if it differs, or a comment. Unless noted, the call rests on the fitted dose curve; in most records, active means well fitted curve in the direction sought with a large enough effect; inconclusive means small, poorly fitted or top-dose-only effect, or another doubt; inactive means no such curve, though single readings can be large; an effect the other way counts as inactive or inconclusive. Unless noted, on the % scale 0 is the no-effect control and ±100 the full control effect; potency means the concentration at half of the fitted maximal effect.

SMILES	Imprint erasure	p53ts 39C tox	p53ts 32C tox	IkB sig inh
COC(=O)c1ccc(C(=O)OC)c(-n2c(=O)c3ccccc3c3ccccc3c2=O)c1	.	-8%	18%	.
CCCC(=O)n1nc(-c2ccccc2)nc1N	.	-4%	-16%	.
O=C(O)c1ccc2oc(SCC(=O)N3CCCCC3)nc2c1	-54%[inhibitor]	0%	-2%	-1.6%
CCOc1ccccc1NC(=O)C1CCN(c2ccc(S(=O)(=O)N3CCCC3)cc2)CC1	-17%	0%	-4%	1.8%
CCC(Cn1nnc2ccccc2c1=O)NC(=O)Nc1cc(OC)cc(OC)c1 (stereo not drawn)	-7%[10.9 µM]	12%	2%	2.6%
COc1ccccc1CNC(=O)CCC(=O)N1CC(C)Sc2ccccc21 (stereo not drawn)	-10%[10.9 µM]	-8%	4%	?
CC(=O)ON(C(C)=O)S(=O)(=O)c1ccc(Cl)cc1	0%	15%	6%	0.7%
O=C(O)C1CC(=O)N(Cc2ccccc2)C1 (stereo not drawn)	2%	13%	6%	2.2%
Cc1nc2ccn(Cc3ccccc3)c(=O)c2cc1C(=O)NCc1ccccc1F	-10%[10.9 µM]	-8%	-8%	1.2%
O=C(Nc1nncs1)C1COc2ccccc2O1 (stereo not drawn)	-38%[inhibitor]	1%	-5%	8.8%
CN(C(=O)c1ccncc1)C1CCS(=O)(=O)C1 (stereo not drawn)	-2%	4%	4%	-0.8%
O=C(OCCN1CCOCC1)c1cccnc1	-3%	1%	-3%	0.0%
CCN1CCCC1CN(Cc1cc2ccc(C)c(C)c2[nH]c1=O)C(=O)Nc1ccccc1OC (stereo not drawn)	0%	-2%	-1%	0.1%
CCSc1nnc(Cc2cc(=O)[nH]c(=O)[nH]2)n1-c1ccc(F)cc1	13%	12%	12%	2.2%
CCOCCc1nn2c(=O)cc(COC(=O)C(CC)c3ccccc3)nc2s1 (stereo not drawn)	-10%[10.9 µM]	-20%	10%	-1.4%
Nc1cc(N)nc(SCC(=O)Nc2ccc3c(c2)OCCCO3)n1	-9%	-6%	-7%	-1.8%
O=C(Nc1ccc(Cl)c(C(F)(F)F)c1)c1nc2ccccc2nc1N1CCCCC1	4%[10.9 µM]	-13%	2%	-1.4%
O=C1c2oc3ccccc3c(=O)c2C(c2cccc(Br)c2)N1Cc1ccco1 (stereo not drawn)	-7%	-11%	2%	7.5%
Nc1nnc(CC(=O)NCc2ccccc2)s1	8%	6%	-1%	-0.2%
COCCn1c(SCC(=O)NCCc2ccccc2)nnc1-c1ccco1	21%	16%	4%	-0.5%
N=c1c2c(-c3ccccc3)c(-c3ccccc3)n(Cc3ccco3)c2ncn1Cc1ccco1	-34%[inhibitor]	?	?	?
O=C(CN1CCOCC1)NC1C2CC3CC(C2)CC1C3 (stereo not drawn)	-9%	1%	6%	0.0%
COc1cccc(Cn2c(=O)c(-c3cc(F)cc(F)c3)nc3cnc(N4CCNCC4)nc32)c1	-41%[inhibitor]	16µM*	?	0.4%[11.4 µM]
CCN(CC)S(=O)(=O)c1cccc(C(=O)NCC(=O)OCC(=O)NCc2ccccc2)c1	-10%	-6%	-12%	-0.2%
NC(=O)c1c(N)sc2c1CCCCC2	-5%	-5%	9%	?
CCCn1c(=N)c(C(=O)NCc2cccnc2)cc2c(=O)n3cccc(C)c3nc21	-13%[10.9 µM]	12%	4%	0.7%
CCOc1ccc(NC(=O)CCNc2c(N3CCCC3)c(=O)c2=O)cc1	-8%	-2%	-2%	-0.5%
CCOC1(OCC)N=C(N)C2(C#N)C(c3cccc(OC)c3OC)C12C#N (stereo not drawn)	2%	7%	1%	-0.2%
Cc1cccc(-n2ncc3c(NC(C)C)ncnc32)c1	-34%[inhibitor]	16µM*	13µM*	?
Cc1ccc(S(=O)(=O)C(CNC(=O)c2ccc(F)c(F)c2)c2ccco2)cc1 (stereo not drawn)	-15%[10.9 µM]	-8%	2%	7.8%
c1csc(CNc2nc(-c3ccc4c(c3)OCO4)nc3ccccc23)c1	-14%	-19%	-12%	1.4%[11.4 µM]
CCOc1ccc2[nH]c(=O)c(CN(Cc3ccccc3)C(=O)N3CCCC3)cc2c1	-11%	-3%	4%	-0.4%
C=CCC1(O)C(=O)N2C(=C1C(=O)N1CCOCC1)c1ccccc1CC2(C)C (stereo not drawn)	-2%	4%	-10%	-0.3%
O=C(CSc1nc2ncccc2o1)Nc1ccc(Cl)cc1F	-7%[10.9 µM]	?	-9%	-0.9%
COc1ccccc1NC(=O)C1=C(C)Nc2ncnn2C1c1ccc(C)o1 (stereo not drawn)	7%	8%	8%	0.8%
Cc1c(C)n(C(=O)CSc2nncn2C)c2ccccc12	-9%	-4%	-4%	0.1%
O=C(NCCOc1ccccc1)c1ccc2c(c1)OCO2	-83%[inhibitor]	?	?	?
COc1ccc(-c2nnco2)cc1OC	-7%	1%	-1%	0.6%
CC(=O)N=c1sc2c3ccccc3ccc2n1C	-7%	9%	-7%	0.1%
O=C(O)c1ccc2c(c1)nnn2C1CCCCC1	-6%	4%	0%	1.3%
Cc1ccc(OCCSc2nc3ccccc3n2CC(=O)N2CCCCC2)cc1C	-19%[10.9 µM]	-13%	6%	?
O=C(CCC1CCCC1)N1CCN(C(=O)c2ccco2)CC1	-11%	7%	-8%	-1.8%
CCN(CC(=O)Nc1ccc2c(c1)OCCO2)CC(=O)Nc1cc(C)on1	-14%	-12%	0%	-0.7%
Cc1c(Cl)cccc1-n1ncc(C(=O)Nc2ccc(Br)cc2F)c1C1CCNCC1	-6%[10.9 µM]	?	-1%	-1.3%
CN1CCN(CC(=O)N2CCn3c4c(c5cc(C6CCCCC6)ccc53)CCCC42)CC1 (stereo not drawn)	-25%	?	-12%	-0.2%
CCc1cccc(NC(=O)CCNS(=O)(=O)c2ccc3c(c2)CCN3C(C)=O)c1	-11%[10.9 µM]	30%	24%	-2.5%
O=[N+]([O-])c1cc(-c2nc(-c3ccccn3)no2)ccc1NCc1ccccc1	-8%[10.9 µM]	-6%	12%	-1.0%
CCc1cccc(NC(=O)Cn2c(=O)n(-c3cccc(Cl)c3)c(=O)c3c2c2cc(C)ccc2n3C)c1	7%[10.9 µM]	1%	0%	?
CCCOc1ccc(CN(C(=O)c2nc(SC(C)C)ncc2Cl)C2CCS(=O)(=O)C2)cc1 (stereo not drawn)	4%[10.9 µM]	-22%	7%	?
O=C(O)CCSc1ncnc2nc[nH]c12	-11%[10.9 µM]	-1%[9.22 µM]	-3%[9.22 µM]	0.2%[11.4 µM]
CC(=O)O[C@H]1CSC[C@H]1NC(=O)c1ccccc1	-6%	12%	-2%	3.5%
CCOc1ccc(N2CC(NC(=O)c3ccco3)CC2=O)cc1 (stereo not drawn)	-9%[10.9 µM]	-19%	-7%	-1.5%
CCC(C(=O)NCc1ccccc1Cl)n1nc(C)c2sc3ccccc3c2c1=O (stereo not drawn)	-10%[10.9 µM]	4%	-5%	0.2%
O=c1c2cc(N3CCOCC3)ccc2[nH]c(=S)n1CC1CCCO1 (stereo not drawn)	1%	-12%	0%	0.0%
CC(=O)Nc1nc2ccccc2n1Cc1ccccc1C	-6%	-13%	-8%	-1.5%
Cc1ccc(C)c(N2CCN(C(=O)c3cc4c(=O)n(Cc5ccco5)ccc4nc3C)CC2)c1	-10%[10.9 µM]	-11%	-5%	?
Cc1ccccc1CNC(=O)C1CCN(c2nnc(C)c3c(C)n(-c4ccccc4)nc23)CC1	-5%[10.9 µM]	36%[activator]	-9%	-4.2%
CC(=O)c1cccc(NC(=O)N2CCCC2C(=O)Nc2cccc(C)c2)c1 (stereo not drawn)	2%	4%	-5%	1.1%
CC(=O)n1c2ccccc2c2c(C#N)c(N3CCCCC3)sc21	-1%	9%	6%	-1.0%
Cc1ccc(Cn2c(=O)c3cccnc3n(Cc3ccc(F)cc3)c2=O)cc1	-9%[10.9 µM]	-28%	-12%	-1.1%

(list continues)
SMILES	Imprint erasure	p53ts 39C tox	p53ts 32C tox	IkB sig inh
O=C(NC1CCCC1)c1ccc2c(c1)N(Cc1ccc(F)cc1)C(=O)c1ccccc1S2	-7%[10.9 µM]	1%	21%	?
CCOc1cccc(-c2nc3cc(C)ccc3o2)c1	-61%[inhibitor]	?	16µM*	2.3%
COc1ccc(NC(=O)CSc2nc(C)cc(C(F)(F)F)n2)cc1	-15%	-3%	12%	-4.8%
Cc1cc(SCC(=O)OCC(=O)N2CCN(C(=O)c3ccco3)CC2)c(C)cc1Br	12%	-5%	4%	1.4%
Cc1c(NC(=O)C(C)Sc2nnc(-c3ccccc3)o2)c(=O)n(-c2ccccc2)n1C (stereo not drawn)	9%	0%	4%	3.7%
Cc1ccccc1NC(=O)CSc1nnc(COc2ccc(Cl)cc2)o1	-5%[10.9 µM]	-5%	0%	?
Cc1c(C(=O)N(C)C)sc2c1c(=O)n(-c1ccc(Cl)c(Cl)c1)c(=O)n2Cc1ccc(F)cc1	-5%[10.9 µM]	-21%	-3%	-1.2%
CC(C)c1nnc(NC(=O)CN(C)S(=O)(=O)c2ccc3c(c2)OCCO3)s1	-4%	10%	-3%	0.3%
CCOc1ccc(NCc2cccn2-c2nnc(N3CCC(C(=O)NCC(C)c4ccccc4)CC3)s2)cc1 (stereo not drawn)	-16%[10.9 µM]	-11%	8%	?
COc1ccc(CNC(=O)c2ccc(CNS(=O)(=O)c3ccc(F)cc3)cc2)cc1	-11%[10.9 µM]	7%	3%	-1.4%
CCOC(=O)c1cc2cc(-c3c(C(=O)OCC)oc4cc(O)cc(O)c4c3=O)ccc2o1	-33%[inhibitor]	-16%	16%	?
O=C(CNC(=O)c1ccco1)OCc1c(F)cccc1Cl	3%	1%	1%	-0.8%

Six entries already listed, ordered by formula weight, ascending:
SMILES	Imprint erasure	p53ts 39C tox	p53ts 32C tox	IkB sig inh
CCOc1cccc(-c2nc3cc(C)ccc3o2)c1	-61%[inhibitor]	?	16µM*	2.3%
Cc1ccccc1NC(=O)CSc1nnc(COc2ccc(Cl)cc2)o1	-5%[10.9 µM]	-5%	0%	?
Cc1c(NC(=O)C(C)Sc2nnc(-c3ccccc3)o2)c(=O)n(-c2ccccc2)n1C (stereo not drawn)	9%	0%	4%	3.7%
O=C(NC1CCCC1)c1ccc2c(c1)N(Cc1ccc(F)cc1)C(=O)c1ccccc1S2	-7%[10.9 µM]	1%	21%	?
Cc1cc(SCC(=O)OCC(=O)N2CCN(C(=O)c3ccco3)CC2)c(C)cc1Br	12%	-5%	4%	1.4%
CCOc1ccc(NCc2cccn2-c2nnc(N3CCC(C(=O)NCC(C)c4ccccc4)CC3)s2)cc1 (stereo not drawn)	-16%[10.9 µM]	-11%	8%	?

Additional results
SMILES	Imprint erasure	p53ts 39C tox	p53ts 32C tox	IkB sig inh
Cc1nnc(NC(=O)CSc2nccn2-c2cccc(Cl)c2)s1	-5%[10.9 µM]	?	11%	0.1%
COc1ccc(C)c2sc(NC(=O)c3ccc(S(=O)(=O)N(C)C)cc3)nc12	-3%[10.9 µM]	-7%	-16%	?
Cc1cccc(N2CCN(C(=O)NCc3ccc(Cl)cc3)CC2)c1	.	29%	-18%	.
COc1ccc(N2CCN(CCNC(=O)C3CCN(S(=O)(=O)c4cccs4)CC3)CC2)cc1	-20%	-6%	-13%	0.8%
c1ccc(CNc2ccc(CNc3ncn[nH]3)cc2)cc1	.	0%	0%	.
COc1ccccc1CNC(=O)CCCc1nnc2n(CC(C)C)c(=O)c3sccc3n12	12%[10.9 µM]	21%	11%	2.9%
O=C(O)CC1(C(=O)O)CCCCC1	-13%[10.9 µM]	2%[9.22 µM]	-4%[9.22 µM]	0.7%[11.4 µM]
CC1(C)CCCC2=C1CC1C(=O)N(c3ccccc3)C(=O)C1C2 (stereo not drawn)	-12%	-1%	-1%	4.5%
O=C(Cn1ccn(-c2ccc(F)cc2)c(=O)c1=O)Nc1ccc(F)cc1	-8%[10.9 µM]	?	-14%	-1.5%
N#C/C(=C/c1ccc(N2CCOCC2)o1)c1nc2ccccc2[nH]1	.	?	16µM*	.
CCOC(=O)c1cc(-c2cc3ccccc3o2)n[nH]1	-64%[inhibitor]	?	-21%	?
CCC(C)NC(=O)c1cnn2c(C)c3c(nc12)CCCC3 (stereo not drawn)	-14%	6%	2%	-3.9%
